From PubChem
Autophagy HCS – alters autophagy in cells. calls only at 10 µM (by protocol). hit rate 0.98% among 190,000. MEF GFP-LC3 puncta imaging; test concentration mostly 10 µM;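 active = percentage of spot-positive cells more than 3 SD above its plate mean, without a fluorescence outlier flag or 80% toxicity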;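 note: spot-positive cell cutoff set from DMSO-treated cells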
Insulin prom up – MIN6 insulin promoter up-regulation | MIN6 insulin promoter-GFP reporter, high-content imaging; active compounds read high | z-score at 5 µM | hit rate 0.3% among 190,000 | AID 1625;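 active = z-score above 3 at 5 µM with at least 500 cells counted in the well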
bCat nuc transl – alters nuclear translocation of beta-catenin in HeLa cells | nuclear translocation activity, % at 5 µM | immunofluorescence imaging | hit rate 0.3% among 190,000;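 active = nuclear translocation activity above 50% at 5 µM, with a well cell count of 50 or more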;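 note: per-cell ratio of nuclear to cytoplasmic median beta-catenin stain intensity; plate controls were DMSO negative control for no effect and GSK-3 inhibitor IX positive control for full effect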
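System: Human HeLa cells, endogenous beta-catenin | Compound dosing: 5 µM primary, 0.02–20 µM confirmation | Timing: 24 h compound exposure at 37°C, 5% CO2 | Measured by: Fluorescence imaging of beta-catenin antibody stain plus DAPI | Read-out basis: % activation of per-cell nuclear versus cytoplasmic median beta-catenin signal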
ER stress rescue – protection against thapsigargin-triggered cell killing – 384-well, CSM14.1, ATP luminescence, primary screen (AID 1222); CSM14.1 thapsigargin-induced death rescue, ATP luminescence; higher % means a stronger effect; one-dose cellular ATP content (survival), % at 20 µM; EC50 in µM for titrated hits; 190,000 tested, under 10 active;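 active = EC50 below 50 µM in the dose-response confirmation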;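 note: death triggered by thapsigargin at about 15 µM added after 2 h compound pretreatment; cell ATP read after overnight thapsigargin exposure of roughly 18 to 22 hours; normalized against plate controls of thapsigargin alone and 5% DMSO vehicle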
UTI89 phage lysis – inhibition of K1F phage lysis, E. coli UTI89, bacterial capsule biogenesis inhibitors, alamar blue (AID 488966) | E. coli UTI89 K1F phage lysis, alamar blue, 2 h; higher % means a stronger effect | inhibition, % at 100 µM; hits with a dose series show IC50 in µM | hit rate 0.02% among 340,000;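 active = phage lysis inhibition, versus mean bacterial control, above a set limit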;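 note: capsule biogenesis inhibitors block K1F phage lysis so surviving cells raise fluorescence; higher fluorescence means more inhibition of phage lysis; actives were called in the ten point dose series up to 300 µM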
P. falciparum M1AAP – P. falciparum M1AAP inhibitors, biochemical, fluorogenic H-Leu-NHMec substrate, 1536-well (AID 1445). inhibition, % at 30 µM; hits with a dose series show IC50 in µM. hit rate 0.42% among 220,000. recombinant M1AAP, H-Leu-NHMec fluorogenic kinetic assay; higher % means a stronger effect;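 active = primary inhibition above the hit cutoff, then over 50% inhibition at one or more dose response concentrations, cut at about 23% in these data, passing the limit was not always enough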;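 note: plate controls were DMSO full reaction for no effect and no enzyme background for full effect; strong numbers were not always called active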
MT stabilize HCS – stabilizes microtubules in HeLa cells | hit rate 0.83% among 200,000 | HeLa tubulin immunostaining HCS, 24 h; share of cells brighter than vehicle mean+2SD | % tubulin-high responders, % at 10 µM;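 active = plate Z-score above 3 for both tubulin-high and condensed-nucleus cell shares, with cell loss under 80%, at 10 µM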;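 note: anti alpha tubulin signal scored within the nucleus-defined area of each cell; some results filed as inactive read as strong as hits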
M17LAP inhibition – P. falciparum M17LAP inhibitors, primary screen, biochemical, fluorogenic H-Leu-NHMec substrate, 1536-well (AID 1619). recombinant M17LAP, H-Leu-NHMec fluorogenic kinetic assay; higher % means a stronger effect. inhibition, % at 30 µM, or IC50 in µM where a hit was titrated. hit rate 0.38% among 220,000;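 active = compound inhibiting the enzyme by more than half at any dose during confirmatory dose-response retesting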;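 note: plate controls were full reaction with DMSO carrier for no effect and no enzyme background for full effect; strong numbers were not always called active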
Dynein transport – blocks dynein driven cargo transport along microtubules. 3617.4 mouse cells, GR-EGFP nuclear translocation imaging; test concentration mostly 20 µM; stimulated with dexamethasone, 1 µM; active compounds read low. z-score, hits read low. hit rate 0.47% among 220,000. AID 1381;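 active = plate z-score of nuclear minus cytoplasmic receptor signal below a set negative limit, without overly bright fluorescence or cell loss, cut at about -3.5 in these data, passing the limit was not always enough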;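 note: z-score of nuclear minus cytoplasmic ring GR-EGFP intensity difference per well; some compounds called inactive have numbers as strong as hits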
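Buffer or medium: Induction medium lacking tetracycline, stripped serum | Also added: Dexamethasone agonist, 1.0 µM final, for 30 min | Timing: 48 h induction, 1 h compound, 30 min dex at 37 °C | Detection: Formaldehyde fixation, Hoechst nuclear stain, 10x automated fluorescence imaging | Measure: Nuclear versus cytoplasmic GR-EGFP signal, averaged per well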
Dynein transport cytoplasmic EGFP – further read-out of Dynein transport, marked with its call; z-score; measured here: cytoplasmic GR-EGFP intensity; active compounds read high
Dynein transport nuclear GR-EGFP – further read-out of Dynein transport, marked with its call; z-score; measured here: nuclear GR-EGFP intensity;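 lower value marks the stronger effect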
Dynein transport cell count – second read-out of Dynein transport, no call of its own (marks repeat the call); z-score; measured here: cell count per field
Insulin prom up cell count – further read-out of Insulin prom up, marked with its call; cell count; measured here: cytotoxicity, nuclei count;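 total cells summed across four imaged fields per well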
bCat nuc transl cell count 5 µM – recorded beside bCat nuc transl, whose call it bears; cell count; measured here: cell count, cytotoxicity flag
MT stabilize HCS Hoechst-high % – second read-out of MT stabilize HCS, no call of its own (marks repeat the call); % Hoechst-high responders; measured here: nuclear condensation Hoechst responders;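 share of cells brighter than vehicle mean plus two SD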
MT stabilize HCS cytotoxicity % – second read-out of MT stabilize HCS, no call of its own (marks repeat the call); toxicity, %; measured here: cytotoxicity by cell density;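 0% = mean cell density of plate MIN control wells and 100% = no cells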
Autophagy HCS cell loss 18 h – second read-out of Autophagy HCS, no call of its own (marks repeat the call); toxicity, %; measured here: cell loss, nuclei count;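 cell loss after 18 h compound exposure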
* marks the source's active call; other numbers are inactive results; i = inactive; . = no result given; [ ] = another dose, or the depositor's remark.

SMILES	Autophagy HCS	Autophagy HCS cell loss 18 h	Insulin prom up	Insulin prom up cell count	bCat nuc transl	bCat nuc transl cell count 5 µM	ER stress rescue	UTI89 phage lysis	P. falciparum M1AAP	MT stabilize HCS	MT stabilize HCS Hoechst-high %	MT stabilize HCS cytotoxicity %	M17LAP inhibition	Dynein transport	Dynein transport cytoplasmic EGFP	Dynein transport nuclear GR-EGFP	Dynein transport cell count
Clc1ccc(OCc2nnnn2-c2ccccc2)cc1	i	-8	0.91	1144	-1.9	934	-0.9%	3.0%	4%	3.1	1.8	0.4	-9%	-0.75	-0.15	-0.4	1.7
O=C(COC(=O)CCc1nc2ccccc2n1-c1ccccc1)Nc1ccc(N2CCCCC2)cc1	i	2	1.7	1573	-0.5	1106	-1.0%	0.5%[50 µM]	1%	5.4	2.2	4.3	1%	0.46	-0.25	0.049	0.089
CC1(C(=O)O)CCC(C(=O)NCCc2ccccc2)C1(C)C (stereo unspecified)	i	-2	0.54	1832	-0.7	1095	-1.1%	0.0%	6%	4.0	2.5	4.7	10%	-0.43	-0.045	-0.14	0.69
Cc1ccc2c(c1)nnn2C1CCN(C(=O)NCc2ccccc2)CC1	i	-1	0.12	1365	0.3	1093	.	-1.0%	5%	2.5	1.9	11	42%	-0.46	-0.29	-0.12	0.69
C=CCSC1=N/C(=C\c2ccc3c(c2)OCO3)C(=O)S1	i	8	.	.	.	.	1.0%	0.9%	-5%	4.0	2.0	8.2	-3%	-0.49	-0.086	0.14	-1.1
CCOC(=O)c1oc2ccccc2c1NC(=O)COc1ccc(F)cc1	i	-10	1.2	1185	-1.2	1456	-1.0%	1.1%	1%	2.2	1.3	0.0	-5%	-0.19	-0.21	-0.0096	0.24
COC1=C(c2ccccc2)C(=O)c2ccccc2C1=O	i	5	-1.1	874	1.3	606	-1.1%	-0.1%	5%	3.0	3.7	5.3	20%	-0.2	-0.27	-0.25	-0.41
C=CCNc1nc(=S)[nH]c2cc(OC)c(OC)cc12	i	2	-0.08	1485	-2.2	1052	-0.7%	-0.1%	8%	8.3	1.2	9.4	1%	0.072	-0.22	-0.25	0.28
Cc1cc(OCC(=O)Nc2cccc(S(=O)(=O)NC3=NCCCCC3)c2)ccc1Cl	i	0	-1.1	1354	0.5	1041	-2.5%	-1.7%[50 µM]	3%	4.1	4.8	10	13%	0.1	-0.27	-0.076	-0.14
Cc1ccc(S(=O)(=O)N2CCN(C(=O)CC3CCCC3)CC2)cc1	i	-32	-0.41	1931	-2.8	1091	-1.5%	-0.1%	-2%	6.0	2.2	16	7%	2.3	-0.28	1	-1.1
Cc1cc(-c2c(C)[nH]n(-c3ccc(Cl)cc3)c2=O)n(-c2ccccc2)n1	i	-2	-0.55	1498	-0.8	1331	-1.2%	0.4%	14%	1.4	1.4	1.7	3%	0.84	-0.17	0.25	-0.27
CN(C)c1oc(-c2ccc(OCc3ccccc3)cc2)nc1C#N	i	17	0.06	1823	-1.3	1039	-1.9%	-0.2%	3%	5.5	3.6	4.7	9%	-1.3	-0.34	-1.2	1.1
CC1CCC(C(C)C)C(OC(=O)Cn2c(-c3ccc(F)cc3)[n+](C)c3ccccc32)C1 (stereo unspecified)	i	-7	-1.9	849	.	.	-3.6%	0.3%[50 µM]	-1%	2.3	1.1	8.1	0%	-0.22	-0.084	0.22	-0.073
COc1ccccc1-n1c(SCC(N)=O)nnc1-c1ccc(S(=O)(=O)N2CCCCC2)cc1	i	15	-0.1	1379	-5.2	964	-0.2%	-0.9%	1%	3.9	1.2	1.2	-16%	-0.64	-0.16	0.011	-0.081
CN1Cc2cc(C(=O)c3ccccc3O)cnc2NC1=O	i	0	-0.3	1365	-3.0	961	-0.9%	0.5%	4%	3.7	1.8	2.7	8%	-1.1	-0.14	-0.76	0.91
COc1cc2c(cc1OC)C(C)N(S(=O)(=O)c1cn(C)cn1)CC2 (stereo unspecified)	.	.	-0.9	1511	-1.6	1192	.	.	8%	.	.	.	-6%	1.1	-0.28	0.32	-0.51
COc1cc(OC)c(-n2c(C)cc(C=O)c2C)cc1Cl	i	-14	-0.39	936	.	.	-0.9%	1.8%	22%	1.1	1.6	17	5%	-0.31	0.36	-0.12	0.47
CCOc1ccccc1NC(=O)CN(c1ccc(OC)cc1OC)S(=O)(=O)c1ccccc1[N+](=O)[O-]	i	-4	.	.	2.9	1442	1.6%	8.4%	10%	3.7	4.9	4.2	5%	-0.073	-0.24	-0.17	0.21
CSc1cc(C)n(-c2ccc(Cl)cc2)c(=S)c1C(C)=O	i	-10	-1.1	941	-3.3	1134	1.9%	-0.2%[50 µM]	6%	1.7	1.9	9.1	12%	-0.0029	0.0086	0.4	0.31
CC(C)(Oc1ccc(Cl)cc1)C(=O)Nc1cccnc1	i	-4	-1.1	1547	0.0	1310	-1.4%	0.2%	0%	2.3	3.2	14	4%	-0.087	-0.11	-0.044	0.39

Seven entries out of the list, ordered by length of the SMILES, ascending.
SMILES	Autophagy HCS	Autophagy HCS cell loss 18 h	Insulin prom up	Insulin prom up cell count	bCat nuc transl	bCat nuc transl cell count 5 µM	ER stress rescue	UTI89 phage lysis	P. falciparum M1AAP	MT stabilize HCS	MT stabilize HCS Hoechst-high %	MT stabilize HCS cytotoxicity %	M17LAP inhibition	Dynein transport	Dynein transport cytoplasmic EGFP	Dynein transport nuclear GR-EGFP	Dynein transport cell count
Clc1ccc(OCc2nnnn2-c2ccccc2)cc1	i	-8	0.91	1144	-1.9	934	-0.9%	3.0%	4%	3.1	1.8	0.4	-9%	-0.75	-0.15	-0.4	1.7
COC1=C(c2ccccc2)C(=O)c2ccccc2C1=O	i	5	-1.1	874	1.3	606	-1.1%	-0.1%	5%	3.0	3.7	5.3	20%	-0.2	-0.27	-0.25	-0.41
CN(C)c1oc(-c2ccc(OCc3ccccc3)cc2)nc1C#N	i	17	0.06	1823	-1.3	1039	-1.9%	-0.2%	3%	5.5	3.6	4.7	9%	-1.3	-0.34	-1.2	1.1
CCOC(=O)c1oc2ccccc2c1NC(=O)COc1ccc(F)cc1	i	-10	1.2	1185	-1.2	1456	-1.0%	1.1%	1%	2.2	1.3	0.0	-5%	-0.19	-0.21	-0.0096	0.24
Cc1ccc2c(c1)nnn2C1CCN(C(=O)NCc2ccccc2)CC1	i	-1	0.12	1365	0.3	1093	.	-1.0%	5%	2.5	1.9	11	42%	-0.46	-0.29	-0.12	0.69
Cc1ccc(S(=O)(=O)N2CCN(C(=O)CC3CCCC3)CC2)cc1	i	-32	-0.41	1931	-2.8	1091	-1.5%	-0.1%	-2%	6.0	2.2	16	7%	2.3	-0.28	1	-1.1
CC1CCC(C(C)C)C(OC(=O)Cn2c(-c3ccc(F)cc3)[n+](C)c3ccccc32)C1 (stereo unspecified)	i	-7	-1.9	849	.	.	-3.6%	0.3%[50 µM]	-1%	2.3	1.1	8.1	0%	-0.22	-0.084	0.22	-0.073

Next compounds:
SMILES	Autophagy HCS	Autophagy HCS cell loss 18 h	Insulin prom up	Insulin prom up cell count	bCat nuc transl	bCat nuc transl cell count 5 µM	ER stress rescue	UTI89 phage lysis	P. falciparum M1AAP	MT stabilize HCS	MT stabilize HCS Hoechst-high %	MT stabilize HCS cytotoxicity %	M17LAP inhibition	Dynein transport	Dynein transport cytoplasmic EGFP	Dynein transport nuclear GR-EGFP	Dynein transport cell count
COc1ccc(-n2nnnc2SCC(=O)Nc2cc(OC)c([N+](=O)[O-])cc2C)cc1	i	16	0.54	1417	-3.3	1007	-1.0%	0.2%	13%	3.0	1.8	5.3	5%	0.17	-0.34	0.016	0.47
O=C(CC12CC3CC(CC(C3)C1)C2)Nc1cccc2ncccc12	i	-1	.	.	3.3	984	4.5%	3.2%	4%	1.0	1.7	9.4	2%	-1.2	-0.24	-0.72	0.87
CN(C)C(=S)Nc1ccc([N+](=O)[O-])cc1	i	-1	0.06	1217	1.6	464	3.7%	-1.1%	7%	1.4	3.6	8.6	1%	-0.35	-0.28	-0.43	0.56
Cc1cccc(N2CCN(C(=O)c3ccccc3NC(=O)C3CCCCC3C(=O)O)CC2)c1 (stereo unspecified)	i	-7	.	.	-2.1	960	1.1%	4.0%	-5%	6.1	2.1	9.8	44%	-0.59	-0.19	-0.41	0.16
CCOc1ccccc1N1CCN(C(=O)CC(C)C)CC1	i	6	0.1	1372	-1.1	1036	-0.6%	0.0%	-1%	1.5	1.5	7.5	16%	0.057	0.013	0.47	-0.52
CCc1ccc(NC(=S)Nc2ccc(S(=O)(=O)Nc3ncccn3)cc2)cc1	i	9	0.23	1627	-2.5	1102	1.1%	0.2%	-2%	1.6	1.6	4.7	-1%	-0.71	-0.24	-0.11	0.32
Cc1ccccc1Nc1nnc(SCC(=O)c2c(N)n(C)c(=O)n(C)c2=O)s1	i	23	-0.17	1302	4.3	1083	-0.7%	0.0%	2%	3.0	2.5	2.8	19%	1.3	-0.18	0.56	-0.44
